Assay outcomes deposited in PubChem by National Center for Advancing Translational Sciences (NCATS).
TrxR1 substrate: qHTS Assay for Substrates of Mammalian Selenoprotein Thioredoxin Reductase 1 (TrxR1): qHTS. Thioredoxin reductase 1, cytoplasmic (Rattus norvegicus), O89049. purified TrxR1 substrate turnover, NADPH consumption readout. Potency, µM (top dose mostly 114 µM), for inactives: at the highest dose activity change, negative = substrate turnover. 390,000 tested, 0.01% active. AID 588456, 2011; note: potency is the fitted concentration of half-maximal effect; % is set by controls: 0 for no effect and ±100 for the full control effect; nearly all actives have a fitted effect of over 50% in size
Target sequence (O89049 whole entry, looked up): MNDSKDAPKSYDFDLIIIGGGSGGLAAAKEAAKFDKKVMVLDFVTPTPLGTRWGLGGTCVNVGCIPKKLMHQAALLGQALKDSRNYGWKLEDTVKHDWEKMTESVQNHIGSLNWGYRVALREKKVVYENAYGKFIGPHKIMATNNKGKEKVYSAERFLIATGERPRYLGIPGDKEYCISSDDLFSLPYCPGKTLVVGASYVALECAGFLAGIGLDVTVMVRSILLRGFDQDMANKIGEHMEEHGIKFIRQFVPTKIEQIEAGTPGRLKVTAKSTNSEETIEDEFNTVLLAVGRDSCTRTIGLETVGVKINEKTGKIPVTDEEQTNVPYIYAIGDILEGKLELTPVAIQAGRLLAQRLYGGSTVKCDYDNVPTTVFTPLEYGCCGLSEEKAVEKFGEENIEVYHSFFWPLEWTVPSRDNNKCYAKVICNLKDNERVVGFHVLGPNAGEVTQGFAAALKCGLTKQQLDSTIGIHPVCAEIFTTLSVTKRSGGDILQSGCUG
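Rat TrxR1, dispensed at 90 nM, was prereduced with 400 uM NADPH (final) for 5 min at ~22 deg C, then incubated with compound 15 min before 400 uM selenite. A first-read NADPH fluorescence drop versus no-compound background flagged substrates.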
USP1 inh: Inhibitors of USP1/UAF1: Primary Screen | Ubiquitin carboxyl-terminal hydrolase 1 (Homo sapiens), O94782 | recombinant USP1/UAF1, Ub-Rhodamine cleavage fluorescence | Potency, µM (top dose mostly 57.1 µM), for inactives: at the top dose activity change, negative = inhibition, hits mostly inhibitors | 390,000 tested, 0.23% active | AID 743255, 2014; note: potency is the fitted concentration of half-maximal effect; % is set by controls: 0 for no effect and ±100 for the full control effect; nearly all actives have a fitted effect of over 60% in size; inactives centre near -12
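Step one: compound is pinned into 1nM USP1/UAF1 in HEPES pH 7.8 buffer with TCEP. Step two: 15 min room-temperature incubation. Step three: Ub-Rho (150nM final) starts cleavage, tracked by fluorescence over six one-minute reads.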
Vif-APOBEC3G blk: qHTS for Inhibitors of Vif-A3G Interactions: qHTS; 410,000 tested, 0.076% active; Potency, µM (doses to about 46.1 µM), inactives show at the highest dose activity, negative = active, most hits filed as inhibitors; HeLa A3G-eYFP + Vif (tagged APOBEC3G with the HIV-1 protein that degrades it), YFP fluorescence, overnight; DNA dC->dU-editing enzyme APOBEC-3G (Homo sapiens), Q9HC16;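 note: potency is the fitted concentration of half-maximal effect; % is set by controls: 0 for no effect and ±100 for the full control effect; nearly all actives have a fitted effect of over 60% in size; hits raise eYFP signal because A3G escapes Vif-driven loss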
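Read-out is eYFP fluorescence (Ex 488/Em 500-530) from Vif-expressing HeLa A3G-eYFP cells; more signal means A3G escaped Vif-mediated degradation. Cells plated overnight, compound pinned in, incubated overnight at 37 deg C.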
TrxR1 inh: qHTS Assay for Inhibitors of Mammalian Selenoprotein Thioredoxin Reductase 1 (TrxR1): qHTS; Thioredoxin reductase 1, cytoplasmic (Rattus norvegicus), O89049; recombinant rTrxR1, NADPH fluorescence consumption, selenite substrate; Potency, µM (series often up to 114 µM), inactives show top-dose activity change, negative = inhibition, hits mostly inhibitors; 390,000 tested, 1% active; note: potency is the fitted concentration of half-maximal effect; % is set by controls: 0 for no effect and ±100 for the full control effect; nearly all actives have a fitted effect of over 65% in size
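Rat TrxR1 (90 nM in the dispensed reagent) was pre-reduced with 400 uM NADPH for 5 min at room temperature, then incubated with compound for 15 min. After 400 uM selenite was added, NADPH fluorescence (Ex 340/Em 450 nm) was followed for 8 min.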
mIDH1 inhibitor: qHTS for Inhibitors of mutant isocitrate dehydrogenase 1 (IDH1): qHTS; Potency, µM (titrated, usually from 76.6 µM), inactives show at the top dose activity change, negative = inhibition, most hits filed as inhibitors; IDH1-R132H enzyme, NADPH consumption, diaphorase/resazurin fluorescence; 390,000 tested, 0.093% active; Isocitrate dehydrogenase [NADP] cytoplasmic (Homo sapiens), O75874; note: potency is the fitted concentration of half-maximal effect; % is set by controls: 0 for no effect and ±100 for the full control effect; nearly all actives have a fitted effect of over 65% in size
Target sequence (O75874 whole entry R132H, stated change not applied): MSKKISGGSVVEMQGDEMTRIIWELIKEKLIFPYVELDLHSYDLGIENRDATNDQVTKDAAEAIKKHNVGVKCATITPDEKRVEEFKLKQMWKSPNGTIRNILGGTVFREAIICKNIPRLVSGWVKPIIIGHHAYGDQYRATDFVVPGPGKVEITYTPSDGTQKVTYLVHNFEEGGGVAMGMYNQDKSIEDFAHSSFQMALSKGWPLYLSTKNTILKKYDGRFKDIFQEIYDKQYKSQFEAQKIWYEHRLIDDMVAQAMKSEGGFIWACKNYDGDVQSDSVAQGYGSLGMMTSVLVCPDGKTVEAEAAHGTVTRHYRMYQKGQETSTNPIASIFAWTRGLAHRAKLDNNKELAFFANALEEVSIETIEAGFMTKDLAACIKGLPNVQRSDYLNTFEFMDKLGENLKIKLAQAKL
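IDH1-R132H (0.5 ug/mL) preincubated 30 min with compound, then NADPH (0.016 mM) and alpha-KG (2 mM) added; 80 min at RT, pH 7.5. Remaining NADPH coupled via diaphorase/resazurin to fluorescence (540/590 nm); concentration-response curves normalized to no-enzyme control.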
LDHA inh: qHTS assay for inhibitors of human lactate dehydrogenase | L-lactate dehydrogenase A chain (Homo sapiens), P00338 | purified LDHA, NADH/diaphorase-resazurin fluorescence; hits give low values | activity change, % (values are at about 110 or 230 µM) | 480,000 tested, 0.15% active; in the data active = activity change below about -30%; inconclusive = mostly about -25% to -30%;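 note: plate controls were DMSO wells for no effect and wells without enzyme for full effect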
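Human LDH5 at 2 nM final in Tris HCl pH 7.4 with 0.06 mM NADH and 0.2 mM pyruvate, reacted 5 minutes at room temperature. Remaining NADH coupled via diaphorase/resazurin; resorufin fluorescence read at 0 and 20 minutes, normalized to enzyme-free and DMSO wells.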
GRP78 ERSR act: qHTS for Inducers of the Endoplasmic Reticulum Stress Response (ERSR) in Human Glioma: qHTS; Potency, µM, inactives show at the highest dose activation, actives largely listed as activators; U87-MG GRP78 promoter luciferase reporter, 16 h; 420,000 tested, 0.02% active; note: potency is the fitted concentration of half-maximal effect; series mostly up to about 76 µM; % of control where 0% means no effect; nearly all actives have a fitted effect of over 35% in size
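Stably transfected U87-MG glioma cells carrying a GRP78-based luciferase sensor; 16 h compound incubation. Luminescence end-point read 10 min after Bright-Glo addition at room temperature.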
Vif-APOBEC3F blk: qHTS for Inhibitors of Vif-A3F Interactions: qHTS; 390,000 tested, 0.2% active; Potency, µM (top dose mostly 46.1 µM), for inactives: at the highest dose activity, negative = active; HeLa A3F-eYFP + Vif (tagged APOBEC3F with the HIV-1 protein that degrades it), YFP fluorescence increase; note: potency is the fitted concentration of half-maximal effect; % of control where 0% means no effect; nearly all actives have a fitted effect of over 65% in size
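HeLa cells stably expressing Vif plus C-terminally eYFP-tagged A3F were seeded, incubated overnight at 37 deg C, dosed with compound, incubated overnight again at 37 deg C. Yellow fluorescence (Ex 488/Em 500-530) reported blocked Vif-mediated A3F-eYFP degradation.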
RGS4 inh: Inhibitors of Regulator of G Protein Signaling (RGS) 4: qHTS | Potency, µM (top dose mostly 114 µM), for inactives: top-dose activity change, negative = inhibition, hits mostly inhibitors | 390,000 tested, 0.039% active | Regulator of G-protein signaling 4 (Homo sapiens), P49798 | AID 504845, 2011 | Transcreener GDP fluorescence polarization, RGS4-accelerated GTP hydrolysis; note: potency is the fitted concentration of half-maximal effect; % is set by controls: 0 for no effect and ±100 for the full control effect; nearly all actives have a fitted effect of over 75% in size; some results filed as inactive show a strong effect at the top dose
Target sequence (P49798 whole entry, looked up): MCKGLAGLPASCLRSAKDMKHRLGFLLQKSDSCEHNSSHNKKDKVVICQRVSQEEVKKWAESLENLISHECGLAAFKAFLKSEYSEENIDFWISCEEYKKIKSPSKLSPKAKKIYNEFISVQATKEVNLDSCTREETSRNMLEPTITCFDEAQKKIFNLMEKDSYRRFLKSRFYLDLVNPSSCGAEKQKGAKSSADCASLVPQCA
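MLSMR compounds (23 nl, pin-transferred) preincubated 10 min at room temperature with a 500nM (2x) first reagent, then RGS4 at 900nM (2x) plus Transcreener GDP mix added; fluorescence polarization (620/688 nm) read before and after 90 min at 30 °C.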
The depositor's hits bear a star; ? = inconclusive; & = joins results of further samples; [ ] = another dose, or the depositor's remark. Unless noted, calls come from the whole dose curve; as a rule, active = well fitted curve in the direction sought with a large enough effect; inconclusive = small, poorly fitted or top-dose-only effect, or another doubt; inactive = no such curve, though single readings can be large; an effect the other way counts as inactive or inconclusive. The list is partial, so the mix of outcomes need not match the whole.

SMILES	TrxR1 substrate	USP1 inh	Vif-APOBEC3G blk	TrxR1 inh	mIDH1 inhibitor	LDHA inh	GRP78 ERSR act	Vif-APOBEC3F blk	RGS4 inh
CCOc1ncccc1C(=O)OCC(=O)c1cc(OC)ccc1OC	-1%	-13%	-1%	19%	-6%	-1	-3%	-9%	19%
Cc1ccc(C)c(NC(=O)CN2C(=O)COc3ccc(S(=O)(=O)N4CCCC4)cc32)c1	3%	?	0%	24%	-9%	-2	7%	1%	-5%
COc1ccccc1/C=C1\SC(=O)N(CCC(=O)N2CCCCC2CCO)C1=O (stereo not given)	-11%	-24%	0%	-13%	-15%	-3	3%	0%	5%
Cc1cc(C)cc(NC(=S)N2CCN(c3ncc(C(F)(F)F)cc3Cl)CC2)c1	3%	-19%	0%	14%	-3%	0	0%	-5%	-2%
CCCNC(=O)c1ccccc1NC(=O)Cc1ccc(OC)c(S(=O)(=O)N2CCOCC2)c1	3%	-17%	2%	8%	2%	-4	-2%	1%	-12%
Cc1cc(C)cc(NC(=O)[C@H](NC(=O)[C@@H]2Cc3ccccc3CN2)c2ccccc2)c1	-3%	-15%	-21%	8%	1%	1	8%	?	17%
O=C(NC(=S)Nc1cc(Cl)ccc1N1CCOCC1)c1ccccc1[N+](=O)[O-]	-13%	-7%	3%	4%	-5%	-2	0%	-20%	18%
COc1ccccc1-n1cc(-c2ccccc2)c2c(=S)nc[nH]c21	1%	-20%	?	23%	0%	-6	-2%	2%	-10%
CC1(C)CC(N2CN(C3CCCCC3)CC2=O)CC(C)(C)N1	6%	8%	-1%	15%	0%	0	-2%	-9%	28%
CN(Cc1ccccc1)S(=O)(=O)c1ccc2c(c1)CCC(=O)N2	9%[0.0914 µM]	-14%	-1%	8%	-6%	-7	-1%	-4%	-1%
O=C(NCc1ccc2c(c1)CCN2C(=O)c1ccccc1)c1ccc(Br)o1	4%[57.1 µM]	10%	-5%	15%[57.1 µM]	1%	-3	1%	5%	8%
CCN(CC)C(=O)CSc1nnc(-c2cccc(OC)c2)o1	0%	-20%	-1%	2%	1%	0	8%	-3%	9%
COc1ccc(/C=N\NC(=O)c2ccccc2F)cc1COc1ccc(F)cc1	-15%	-19%	2%	?	-4%	-9	-3%	-9%	31%
CCOC(=O)c1[nH]c(C)c(/C(O)=C2\C(=O)C(=O)N(CCCN3CCOCC3)C2c2cccnc2)c1C (stereo not given)	-14%	-5%	-4%	45µM*	-1%	2	-2%	-1%	7%
O=C(NNc1ccc(C2CCCCC2)cc1)C(O)(c1ccccc1)c1cccs1 (stereo not given)	1%[2.29 µM]	-20%	-6%	-6%[2.29 µM]	1%	1	-2%	-9%	-3%
O=C(c1ccco1)N1CCN(Cc2ccc(Cl)cc2)CC1	-7%[57.1 µM]	-10%	-3%	5%[57.1 µM]	2%	-12	2%	-7%	6%
N#CCCn1cc(/C=N/O)c(-c2ccc(F)cc2)n1	-3%	11%	1%	-2%[57.1 µM]	-5%	-8	-7%	-2%	?
COc1ccc(-c2nnc3ccc(SCC(=O)N4CCN(c5ccccc5)CC4)nn23)cc1	2%	-9%	-1%	3%	-6%	-1	-4%	1%	-16%
Cc1ccc(S(=O)(=O)N2CCOCC2)cc1C(=O)N1CCN(c2ncccn2)CC1	-4%	-7%	-2%	-16%	-3%	0	-2%	?	4%
COc1ccccc1NC(=O)C1CCN(S(=O)(=O)c2cn(C)cn2)CC1	3%[57.1 µM]	-11%	8%	18%[57.1 µM]	-15%	-4	-1%	2%	21%
Cc1nc2ccc(S(=O)(=O)NCC(=O)Nc3ccc(F)cc3)cc2s1	-8%	-9%	-1%	-7%	-5%	3	-2%	-8%	4%[56.9 µM]
CCC(C)Sc1ccc([C@@H]2[C@@H]3C(=O)N(CC)C(=O)[C@@H]3[C@]3(C(=O)OC)CCCCN23)cc1 (stereo not given in full)	2%[57.1 µM]	2%	4%	21%	4%	5	-5%	-25%	11%
COc1ccc(NC(=O)C2CCN(S(=O)(=O)c3ccc4c(c3)NC(=O)C(C)S4)CC2)cc1 (stereo not given)	3%	-13%	-1%	18%	-7%	-2	-6%	3%	6%[11.4 µM]
CCCNC(=O)C1CCN(S(=O)(=O)c2ccc3c(c2)CCCN3C(C)=O)CC1	2%[57.1 µM]	-8%	0%	18%[57.1 µM]	0%	0	1%	-16%	-10%
CCC1(c2ccccc2)NC(=O)N(CC(=O)Nc2ccc(N3CCOCC3)cc2)C1=O (stereo not given)	7%	-7%	0%	26%	-3%	-6	-6%	3%	2%
Cc1ccc(/C(O)=C2\C(=O)C(=O)N(C)C2c2cccc([N+](=O)[O-])c2)cc1 (stereo not given)	-8%	-16%	-8%	8%	-1%	-1	-1%	1%	-12%
CC(CNC(=O)c1ccc(Cn2c(SCc3ccccc3)nc3cccnc32)cc1)c1ccccc1 (stereo not given)	14%	-31%	5%	27%	-13%	-1	-1%	1%	-36%
CN=C1SC(CC(=O)Nc2ccc(C(=O)O)cc2)C(=O)N1C (stereo not given)	3%[57.1 µM]	-7%	-1%	14%	11%	-2	-3%	1%	15%
N#CC1=C(N)Oc2cc(N)ccc2C1c1ccccc1 (stereo not given)	1%	-25%	?	15%	9%	-1	-3%	-13%	-13%
CC(=O)c1c(C)oc2ccc(N(C(=O)Oc3ccccc3)S(=O)(=O)c3ccc(C(C)(C)C)cc3)cc12	-1%	-7%	4%	17%	-18%	-2	-2%	0%	13%

Some of the entries so far, bar-delimited:
mol | TrxR1 substrate | USP1 inh | Vif-APOBEC3G blk | TrxR1 inh | mIDH1 inhibitor | LDHA inh | GRP78 ERSR act | Vif-APOBEC3F blk | RGS4 inh
CC(=O)c1c(C)oc2ccc(N(C(=O)Oc3ccccc3)S(=O)(=O)c3ccc(C(C)(C)C)cc3)cc12 | -1% | -7% | 4% | 17% | -18% | -2 | -2% | 0% | 13%
Cc1nc2ccc(S(=O)(=O)NCC(=O)Nc3ccc(F)cc3)cc2s1 | -8% | -9% | -1% | -7% | -5% | 3 | -2% | -8% | 4%[56.9 µM]

(continued)
SMILES	TrxR1 substrate	USP1 inh	Vif-APOBEC3G blk	TrxR1 inh	mIDH1 inhibitor	LDHA inh	GRP78 ERSR act	Vif-APOBEC3F blk	RGS4 inh
CCOC(=O)Nc1ccccc1C(=O)N1CCOCC1	3%	-16%	-3%	16%	1%	-4	-5%	-2%	-1%[56.9 µM]
Cc1ccc(S(=O)(=O)Nc2ccc3ccccc3c2[N+](=O)[O-])cc1	6%[57.1 µM]	-17%	?	19%[57.1 µM]	8%	25	1%	2%	4%
Cc1nc2ccc(NS(=O)(=O)c3ccc(F)c(C)c3)cc2[nH]1	6%	-18%	2%	25%	4%	3	0%	-5%	-1%
CCC(C)c1ccccc1NC(=O)C(C)OC(=O)CN1C(=O)NC(C)(C)C1=O (stereo not given)	4%	-12%	0%	11%	-1%	-5	-3%	1%	19%
O=S(=O)(Oc1ccc(Cl)cc1)c1cccc2cccnc12	-5%	-10%	-2%	-8%[57.1 µM]	7%	-12	2%	14%	21%
Cc1onc(-c2c(Cl)cccc2Cl)c1/C(N)=N/OC(=O)C(C)(C)C	7%[57.1 µM]	-10%	1%	-3%[57.1 µM]	22%	-3	-3%	10%	1%
Cc1ccccc1NC(=O)Cn1c(=O)n(Cc2ccco2)c(=O)c2cccnc21	-5%	-13%	0%	-10%	-2%	-9	1%	4%	5%
CC1=C(C(=O)OCc2ccccc2)C(c2ccccc2)NC(=O)N1CCCC(=O)O (stereo not given)	9%	-21%	1%	5%	12%	2	-2%	1%	-18%
COc1cc(CN2CCN(CCCc3ccccc3)CC2CCO)cc(OC)c1 (stereo not given)	2%	6%	0%	25%	12%	-4	-2%	0%	17%
CCCN(CCC)S(=O)(=O)c1ccc(C(=O)O)cc1	16%	-25%	2%	28%	-10%	-5	-2%&-2%&-5%&-3%	-2%	0%
O=C(Nc1ccccc1C(F)(F)F)c1ccccn1	-7%	-18%	-1%	17%[57.1 µM]	23%	-5	-5%	-14%	-10%
COc1ccc(N2CCN(C(=O)CCS(=O)(=O)c3cccc4nsnc34)CC2)cc1	-3%	2%	1%	-14%	-3%	-4	-3%	6%	13%
COC(=O)CCSc1nc2sc3c(c2c(=O)n1Cc1ccccc1)CCC(C(C)(C)C)C3 (stereo not given)	4%	-17%	-4%	-7%	-5%	-3	-2%	3%	-34%
COc1cccc(CNC(=O)c2ccccc2SCC(=O)N2CCCC2)c1	-14%	-3%	0%	-8%	-2%	-3	-3%	-8%	-6%
